Platelet DG rel: platelet dense granule release activity | AID 1663 | inhibition, %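 (compounds screened at 7.5 µM in platelet-rich plasma)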 | 300,000 tested, 0.22% active | human platelet-rich plasma, SFLLRN dense granule ATP release, luminescence;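 active = mean replicate score, as percent of positive control, at or above 50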
TRPC6 inhibitor: mouse TRPC6 channel inhibition; Q61143; HEK293-TRPC6, membrane potential dye, ACh-evoked depolarization; hits give low values; B-score at 10 µM; 310,000 tested, 1.1% active;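 active = B-score under library mean minus 3 SD, initial fluorescence not abnormally high, positive integrated signal ratio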;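 also: B-score derived from integrated fluorescence ratio over the kinetic read; more negative B-score means stronger inhibition of depolarization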
Target sequence (Q61143 whole entry, looked up): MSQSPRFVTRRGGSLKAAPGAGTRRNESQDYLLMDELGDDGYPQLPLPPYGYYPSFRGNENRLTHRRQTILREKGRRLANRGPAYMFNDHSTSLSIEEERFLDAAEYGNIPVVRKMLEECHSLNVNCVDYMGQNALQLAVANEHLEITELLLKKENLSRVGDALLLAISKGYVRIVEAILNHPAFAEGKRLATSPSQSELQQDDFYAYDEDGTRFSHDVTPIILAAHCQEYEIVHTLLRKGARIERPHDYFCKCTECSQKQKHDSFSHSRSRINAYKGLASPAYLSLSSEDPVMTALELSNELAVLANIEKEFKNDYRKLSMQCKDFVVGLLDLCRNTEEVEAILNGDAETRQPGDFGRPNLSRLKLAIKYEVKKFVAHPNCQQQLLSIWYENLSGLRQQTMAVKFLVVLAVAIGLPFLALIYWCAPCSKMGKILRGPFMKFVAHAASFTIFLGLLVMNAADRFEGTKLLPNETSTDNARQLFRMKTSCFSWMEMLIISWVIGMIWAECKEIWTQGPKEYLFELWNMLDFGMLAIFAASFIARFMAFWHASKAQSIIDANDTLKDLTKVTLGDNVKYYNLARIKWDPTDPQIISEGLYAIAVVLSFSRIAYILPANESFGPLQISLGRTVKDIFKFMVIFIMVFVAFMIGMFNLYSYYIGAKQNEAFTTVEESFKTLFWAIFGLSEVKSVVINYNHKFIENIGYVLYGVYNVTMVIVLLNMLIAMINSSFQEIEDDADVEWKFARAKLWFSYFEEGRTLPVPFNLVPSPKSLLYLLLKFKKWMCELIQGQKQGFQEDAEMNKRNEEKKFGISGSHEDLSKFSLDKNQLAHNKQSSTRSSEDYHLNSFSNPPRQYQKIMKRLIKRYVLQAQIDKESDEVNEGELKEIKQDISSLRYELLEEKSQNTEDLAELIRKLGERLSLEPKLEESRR
MrgX1 ag: human MrgX1 receptor agonism, primary screen | B-score at 10 µM | Q96LB2 | 310,000 tested, 0.44% active | MrgX1-HEK293 cells, Fluo-4 calcium fluorescence, agonist mode; hits give high values;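 active = calcium response B-score plate-corrected fluorescence ratio at least 3 library SD, with starting fluorescence B-score inside 5 SD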
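Test system: HEK293 cells stably expressing human MrgX1 receptor; Input: fifteen thousand cells per well; Dosing: compound delivered in addition one of three; Schedule: overnight seeding, then 1 h dark dye loading; Technique: Fluo-4 NW calcium fluorescence; Measure: B-scored fluorescence response ratio; Controls: positive and negative controls per plate.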
SKKanGAS inh: SKKanGAS growth inhibition; inhibition, % at 7.5 µM; S. pyogenes SKKanGAS, kanamycin growth, BacTiter-Glo, 6 h; 300,000 tested, 1.3% active;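 active = mean replicate score, as percent of positive control median, at least 50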;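 also: strain carries kanamycin resistance gene driven by streptokinase promoter and grows in 40 µg/ml kanamycin; loss of luminescence reflects streptokinase promoter inhibition or plain growth inhibition; 0% = median of DMSO wells and 100% = positive control at its reference dose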
MrgX1 PAM: human MrgX1 positive allosteric modulation, primary screen | Q96LB2 | MrgX1-HEK293, Fluo-4 calcium flux, FDSS; hits give high values | B-score at 10 µM | 310,000 tested, 0.63% active;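 active = plate-corrected calcium response at least 3 library SD above typical, normal starting fluorescence, not activating the receptor alone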;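 also: compound read alongside a low EC10 to EC30 dose of BAM8-22 agonist; peak minus trough fluorescence over baseline measured at the second addition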
HIF act: HIF pathway transcriptional activation | U2OS HRE-luciferase reporter, luminescence; normalized: DMSO 0%, desferrioxamine 100% | activation, % at 7.5 µM (by protocol) | 300,000 tested, 0.32% active;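 active = mean activation of at least 10% of the iron chelator positive control signal, with at least half of replicates also reaching 10%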
TRPC4 inh: blocks the mouse TRPC4 cation channel | B-score at 10 µM | HEK293 TRPC4beta/mu-opioid, DAMGO-evoked Fluo4 calcium flux; hits give low values | 300,000 tested, 0.39% active | Q9QUQ5 | AID 2247;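 active = B-score over 3 SD under the library average, no early fluorescence shift, positive overall ratio signal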
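Signal: kinetic Fluo4 fluorescence imaging of calcium influx. Material: stable TRPC4beta/mu-opioid receptor HEK293 cells. Probe or stimulus: DAMGO in two steps, submaximal then maximal.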
TRPC6 activator: activates the mouse TRPC6 cation channel; 310,000 tested, 0.13% active; B-score at 10 µM; HEK293-TRPC6 membrane potential dye fluorescence; hits give high values;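 active = B-score of the integrated fluorescence ratio above library mean plus 3 SD, and starting fluorescence ratio within library mean plus 5 SD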;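 also: higher score means more depolarization so channel activation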
RGS4 inh: inhibitors of human RGS4. B-score at 10 µM. 310,000 tested, 0.45% active. P49798. HEK293 M3R/RGS4 inducible, Fluo-4 calcium flux; hits give high values; triggered by carbachol at its EC20;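 active = B-score, a plate-corrected calcium signal, over three deviations above library mean, with baseline fluorescence within five deviations of library mean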;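 also: RGS4 expression induced by doxycycline in cells with stable M3 receptor; B-score is computed from the integrated fluorescence ratio over baseline after carbachol; higher B-score means a larger calcium signal and so more RGS4 inhibition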
Target sequence (P49798 whole entry, looked up): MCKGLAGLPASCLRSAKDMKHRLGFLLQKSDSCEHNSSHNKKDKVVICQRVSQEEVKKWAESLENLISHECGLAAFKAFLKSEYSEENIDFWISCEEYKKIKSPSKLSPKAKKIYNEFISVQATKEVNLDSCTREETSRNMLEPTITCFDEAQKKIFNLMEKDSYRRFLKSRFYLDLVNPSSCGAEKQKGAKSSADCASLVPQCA
MrgX1 antagonist: human MrgX1 receptor antagonism, primary screen; B-score at 10 µM; Q96LB2; 310,000 tested, 1.3% active; AID 588676; MRGX1-HEK293 calcium flux, Fluo-4, BAM8-22 antagonism; hits give low values;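 active = calcium-response B-score plate-corrected more than 3 library SD below zero, starting fluorescence within 5 deviations, no agonist response on first addition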;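 also: peak minus trough fluorescence over baseline after final BAM8-22 challenge near maximal dose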
RGS4 act: potentiators or activators of RGS4. HEK293 M3R/inducible RGS4, carbachol calcium flux Fluo4; hits give low values. B-score at 10 µM. 310,000 tested, 0.92% active. AID 463111;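 active = B-score of the integrated calcium signal more than 4 SD below the library mean, with starting fluorescence not abnormally high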;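 also: negative B-score means reduced calcium response which marks RGS4 activation or potentiation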
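test system = M3R-expressing HEK293 line, RGS4 induced by doxycycline | probe or stimulus = carbachol at ECmax as muscarinic agonist stimulus | timing = dye loading 30 min 37 °C, buffer rest 30 min RT | signal = calcium dye Fluo4 fluorescence | evaluation = B score from integrated fluorescence ratio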
* = called active by the depositor; i = inactive; nt = not tested or not shown.

SMILES	Platelet DG rel	TRPC6 inhibitor	MrgX1 ag	SKKanGAS inh	MrgX1 PAM	HIF act	TRPC4 inh	TRPC6 activator	RGS4 inh	MrgX1 antagonist	RGS4 act
CC1Cc2ccccc2N1S(=O)(=O)c1cnc(Cl)c(Br)c1 (centres undefined)	10	i	i	38	i	0.3	i	i	i	i	i
COc1ccc(/C=C/C(=O)NC(=S)Nc2cc3oc4ccccc4c3cc2OC)cc1	-1	i	i	-3	i	-0.2	i	i	i	i	i
CC(=O)NC1C(=O)N=C(SCC(=O)Nc2ccc(C(F)(F)F)cc2Cl)NC1=O (centres undefined)	5	i	i	-1	i	0.2	i	i	i	i	i
Cc1ccc(C(=O)NNC2=Nc3cc([N+](=O)[O-])ccc3OC2)cc1	-15	i	i	-4	i	0.4	i	i	i	i	i
Fc1ccc(NC(=S)N2CCc3[nH]c4ccccc4c3C2)cc1	-18	i	i	1	i	-0.8	i	i	i	i	i
CC(=O)Cc1nsc(NC(=O)c2cccc(F)c2)n1	3	i	i	2	i	0.2	i	i	i	i	i
O=C(CSc1nnnn1-c1ccccc1)Nc1nsc(-c2ccc(Cl)cc2)n1	1	i	i	10	i	1.3	i	i	i	i	i
COc1ccc(OCc2cc(C(=O)N3CCC(OC)CC3)no2)c2ccccc12	-2	i	i	3	i	2.0	i	i	i	i	i
CC1CCc2cc(F)ccc2N1C(=O)CN1C(=O)c2ccccc2C1=O (centres undefined)	2	i	i	1	i	-0.4	i	i	i	i	i
COc1ccc(-c2nc(C#N)c(NCC3CCCO3)o2)cc1 (centres undefined)	-11	i	i	-7	i	1.5	i	i	i	i	i
C=CCSc1n[nH]c(-c2cccs2)n1	-4	i	i	0	i	-0.9	i	i	i	i	i
COc1ccc(CCNC(=O)c2cc3sccc3n2C)cc1OC	3	i	i	1	i	-0.2	i	i	i	i	i
CSc1cccc2sc(NC(=O)C3=COCCO3)nc12	2	i	i	-8	i	1.7	i	i	i	i	i
CCC(C)[C@H](NC(=O)NCc1ccco1)C(=O)O (some centres undefined)	-12	i	i	-8	i	0.2	nt	i	i	i	i
COc1ccc(C(CNC(=O)c2ccc(S(=O)(=O)N(C)C)cc2)N2CCCC2)cc1 (centres undefined)	1	i	i	-1	i	-0.4	i	i	i	i	i
Cc1cccc(C(=O)NNC(=O)c2ccccc2C)c1	2	i	i	5	i	0.1	i	i	i	i	i
O=C(CSc1nnc(Cc2ccccc2)n1Cc1ccccc1)NCc1ccco1	2	i	i	-20	i	-0.3	i	i	i	i	i
CCOc1ccc(NC(=S)N/N=C(\C)Cc2ccc(OC)cc2)cc1	5	i	i	1	i	-1.5	i	i	i	i	i
CCN(CC)S(=O)(=O)c1ccc(N2CCN(c3cccc(OC)c3)CC2)c([N+](=O)[O-])c1	-1	i	i	3	i	-0.2	i	i	i	i	i
NC(=O)COc1ccc(Cc2ncc(C(F)(F)F)cc2Cl)cc1	1	i	i	-4	i	-0.5	i	i	i	i	i
O=C(NCC1CCCO1)c1ccc2c(c1)S(=O)(=O)c1ccccc1C2=O (centres undefined)	-2	i	i	9	i	0.4	i	i	i	i	i
CCN(CC)CCOC(=O)/C=C/c1ccccc1OC	-3	i	i	-6	i	nt	i	i	i	i	i
CNC(=S)N(Cc1cc2cc(C)cc(C)c2[nH]c1=O)C1CCCC1	-5	i	i	-22	i	0.0	i	i	i	i	i
CCOC(=O)c1nnn(-c2nonc2-n2cccc2)c1CN1CCCCC1	-15	i	i	-4	i	-0.4	i	i	i	i	i
CN(C(=O)c1cccc(C#CC(C)(C)O)c1)C1CCCN(Cc2ccccc2F)C1 (centres undefined)	2	i	i	1	i	-1.0	i	i	i	i	i
CCCC(NC(=O)Cc1c(C)c2c(cc(C)c3c(C)coc32)oc1=O)C(=O)O (centres undefined)	2	i	i	3	i	-0.1	i	i	i	i	i
Cc1ccc(C(C)C)c(OCc2ccc(C(=O)N/N=C/c3ccc(C(=O)O)cc3)cc2)c1	-11	i	i	42	i	-3.0	i	i	i	i	i
COC(=O)CC(=O)CSc1nc2c(cc1C#N)CCC2	-4	i	i	3	i	0.7	i	i	i	i	i
COC(=O)c1ccc(OCC(O)CN2CCC(C)CC2)cc1 (centres undefined)	-1	i	i	-5	i	nt	i	i	i	i	i
CC(NS(=O)(=O)c1ccc2c(c1)OCCO2)c1ccccc1 (centres undefined)	-2	i	i	-3	i	-0.4	i	i	i	i	i
O=C(CC1C(=O)NCCN1Cc1ccccc1C(F)(F)F)NC1CCCC1 (centres undefined)	-5	i	i	-1	i	-0.7	i	i	i	i	i
O=C(/C=C/c1ccc2c(c1)OCO2)Nc1c(C(=O)O)[nH]c2ccccc12	9	i	i	9	i	2.2	i	14*	i	i	i
CCOC(=O)N(NC(=O)C(O)(c1ccccc1)c1ccccc1)c1ccccc1	-1	i	i	3	i	-1.6	i	i	i	i	i
Cc1cccc(NC(=O)CNC(=O)COc2ccc(-c3ccc(C#N)cc3)cc2)c1C	-13	i	i	-4	i	0.6	i	i	i	i	i
Cc1cccc(N2CCN(C(=O)CCN3C(=S)NC(C)(C)CC3C)CC2)c1C (centres undefined)	-1	i	i	-1	i	-0.1	i	i	i	i	i
COc1ccc(Oc2coc3cc(OC(=O)c4cccs4)ccc3c2=O)cc1	10	i	i	-1	i	-0.1	i	i	i	i	i
COCCNC(=O)c1onc(CSc2cc(C)ccc2C)c1C(=O)O	-1	i	i	6	i	0.1	i	i	i	i	i
CCCCCC1CC(CC(=O)Nc2ccc([N+](=O)[O-])cc2)C(=O)O1 (centres undefined)	3	i	i	-10	i	0.9	i	i	i	i	i
O=C(c1cnn2c(C(F)(F)F)cc(-c3ccc4c(c3)OCO4)nc12)N1CCCC1	1	i	i	2	i	0.1	i	i	i	i	i
CCC1(C(=O)O)NC(c2cc(OC)ccc2O)C2C(=O)N(Cc3ccccc3)C(=O)C21 (centres undefined)	4	i	i	0	i	nt	i	i	i	i	i
Cc1cc(C)c(C(=O)N(C)C2CCCN(Cc3ccccc3F)C2)o1 (centres undefined)	-2	i	i	-1	i	0.1	i	i	i	i	i
CCCCSc1nnc(CSc2ncccn2)n1C	6	i	i	7	i	1.2	i	i	i	i	i
N#CCC(=O)Nc1ccc(C(=O)OC(C(=O)Nc2cc(C(F)(F)F)ccc2Cl)c2ccccc2)cc1 (centres undefined)	11	i	i	61*	i	-1.2	i	i	i	i	i
COc1ccc(NC(=O)CSc2nnc(-c3cccs3)n2C)cc1OC	10	i	i	3	i	-0.1	i	i	i	i	i
C=CCn1c(NC(=O)c2ccc(Br)o2)c(S(=O)(=O)c2ccccc2)c2nc3ccccc3nc21	-6	i	i	26	i	0.0	i	i	i	i	i
COC(=O)[C@@H](NCc1cccc(CN([C@H](C(=O)OC)C(C)C)S(C)(=O)=O)c1)C(C)C	1	i	i	1	i	0.8	i	i	i	i	i
CCNC(=S)Nc1ccc(OCc2nc3ccccc3s2)cc1	-2	i	i	-6	i	7.0	i	i	i	i	i
Cc1ccc(NC(=S)NCc2ccccn2)cc1	11	i	i	-10	i	3.2	i	i	i	i	i
CCOCCc1nnc(NC(=O)CS(=O)(=O)Cc2ccccc2)s1	-12	i	i	2	i	0.7	i	i	i	i	i
CCc1nc(SCC(=O)NCCc2ccc(OC)c(OC)c2)c2c(=O)n(C)c(=O)n(C)c2n1	7	i	i	-4	i	-0.4	i	i	i	i	i
COc1ccc(-n2ncc3c2CC(C)(C)CC3NC(=O)Cc2nonc2C)cc1 (centres undefined)	4	i	i	0	i	-0.2	i	i	i	i	i
CCN(CC)c1ccc2c(C)c(-c3ccc(N)cc3)c(=O)oc2c1	0	i	i	-2	i	1.0	i	i	i	i	i
N#Cc1nc(COc2ccccc2)oc1NCCN1CCOCC1	-2	i	i	10	i	0.0	i	i	i	i	i
O=c1ccc(-c2ccc(S(=O)(=O)N3CCN(c4ccccc4)CC3)o2)n[nH]1	-3	i	i	-15	i	-0.8	i	i	i	i	i
O=C(c1cc2cc(F)ccc2[nH]1)N1CCc2ccccc21	5	i	i	1	i	3.4	i	i	i	i	i
CCOc1ccc(N2CC(C(=O)Nc3ccc4c(c3)OCCO4)CC2=O)cc1 (centres undefined)	4	i	i	0	i	-1.1	i	i	i	i	i
CCOC(=O)c1cnc(Nc2nc3ccccc3o2)nc1CSc1ncccn1	16	i	i	-2	i	2.2	i	i	i	-5.6*	i
COc1ccc(S(=O)(=O)N2CCCC(C(=O)NCC3CCCO3)C2)cc1C (centres undefined)	-5	i	i	-13	i	-0.2	i	i	i	i	i
Cc1cccc2nc3c(nc12)CCCC3	nt	i	i	2	i	-0.3	i	i	i	i	i
O=c1c(-c2ccco2)[n+]([O-])c2ccccc2n1OCc1c(F)cccc1F	-12	i	i	-13	i	-0.1	i	i	i	i	i

The list goes on:
SMILES	Platelet DG rel	TRPC6 inhibitor	MrgX1 ag	SKKanGAS inh	MrgX1 PAM	HIF act	TRPC4 inh	TRPC6 activator	RGS4 inh	MrgX1 antagonist	RGS4 act
Cc1c(C=O)n(C)n(-c2ccccc2)c1=O	-14	i	i	-10	i	-0.2	i	i	i	i	i
C#CC(C)(C)NC(=O)c1sccc1Oc1ccc(F)cc1[N+](=O)[O-]	8	i	i	1	i	-0.1	i	i	i	i	i
Cc1c(Cl)cccc1NC(=S)N1CCc2ccccc2C1	-5	i	i	12	i	-0.2	i	i	i	i	i
CC(C)(C)CC(=O)Nc1nnc(C(F)(F)F)s1	-1	i	i	6	i	0.1	i	i	i	i	i
C[C@H](NC(=O)[C@H]1N2C(=O)c3ccccc3C2SC1(C)C)C(=O)N1CCC[C@H]1CO (some centres undefined)	-2	i	i	-3	i	-0.2	i	i	i	i	i

Full records, quoted from the list. Order of screens: Platelet DG rel | TRPC6 inhibitor | MrgX1 ag | SKKanGAS inh | MrgX1 PAM | HIF act | TRPC4 inh | TRPC6 activator | RGS4 inh | MrgX1 antagonist | RGS4 act
`O=C(CC1C(=O)NCCN1Cc1ccccc1C(F)(F)F)NC1CCCC1` (centres undefined) is listed as -5 | i | i | -1 | i | -0.7 | i | i | i | i | i
`COC(=O)CC(=O)CSc1nc2c(cc1C#N)CCC2` is listed as -4 | i | i | 3 | i | 0.7 | i | i | i | i | i
`O=C(CSc1nnc(Cc2ccccc2)n1Cc1ccccc1)NCc1ccco1` is listed as 2 | i | i | -20 | i | -0.3 | i | i | i | i | i
`O=c1ccc(-c2ccc(S(=O)(=O)N3CCN(c4ccccc4)CC3)o2)n[nH]1` is listed as -3 | i | i | -15 | i | -0.8 | i | i | i | i | i
